MT stabilizer: microtubule stabilizers in HeLa cells | HeLa tubulin immunostaining HCS, 24 h; share of cells brighter than vehicle mean+2SD | % tubulin-high responders, % at 10 µM | 200,000 compounds, 0.83% hits | AID 2205;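 active means plate Z-score above 3 for both tubulin-high and condensed-nucleus cell shares, with cell loss under 80%, at 10 µM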;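 further: anti alpha tubulin signal scored within the nucleus-defined area of each cell; some results filed as inactive read as strong as hits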
NOD2 inhibition: inhibition of NOD2-driven NF-kB reporter – cell-based, luminescence, uHTS, HEK293 (AID 1566); HEK293 NOD2/NF-kB luciferase reporter, luminescence; higher % means a stronger effect; inhibition, % at 4 µM, or EC50 in µM where a hit was titrated; 290,000 compounds, 0.63% hits; in the data active means inhibition above about 50%; further: many of its hits are not listed in these tables
WT yeast gro inh: growth inhibition of WT yeast, mitochondrial fusion screen; 190,000 compounds, 2.1% hits; inhibition, % at 10 µM; mitochondrial fusion phenotypic screen, WT strain; in the data active means inhibition above about 58%; tested in S. cerevisiae
b-catenin transl: alters nuclear translocation of beta-catenin in HeLa cells | immunofluorescence imaging | nuclear translocation activity, % at 5 µM | 190,000 compounds, 0.3% hits;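 active means nuclear translocation activity above 50% at 5 µM, with a well cell count of 50 or more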;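 further: per-cell ratio of nuclear to cytoplasmic median beta-catenin stain intensity; plate controls were DMSO negative control for no effect and GSK-3 inhibitor IX positive control for full effect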
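Test system: HeLa cells, endogenous beta-catenin; Compound: single 5 µM dose plus 0.02–20 µM confirmation series; Times: compound exposure 24 h at 37°C; Signal: fluorescence imaging of beta-catenin antibody stain plus DAPI; Read-out: % activation, nuclear-to-cytoplasmic median beta-catenin signal ratio per cell.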
Insulin prom up: MIN6 insulin promoter up-regulation; MIN6 insulin promoter-GFP reporter, high-content imaging; hits give high values; z-score at 5 µM; 190,000 compounds, 0.3% hits; AID 1625;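 active means z-score above 3 at 5 µM with at least 500 cells counted in the well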
Dynein cargo inh: blocks dynein driven cargo transport along microtubules; 3617.4 mouse cells, GR-EGFP nuclear translocation imaging; test concentration mostly 20 µM; stimulated with dexamethasone, 1 µM; hits give low values; z-score, hits read low; 220,000 compounds, 0.47% hits; AID 1381;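 active means plate z-score of nuclear minus cytoplasmic receptor signal below a set negative limit, without overly bright fluorescence or cell loss, cut at about -3.5 in these data, passing the limit was not always enough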;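 further: z-score of nuclear minus cytoplasmic ring GR-EGFP intensity difference per well; some compounds called inactive have numbers as strong as hits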
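Medium: Induction medium lacking tetracycline, stripped serum | Probe or stimulus: 1.0 µM final dexamethasone stimulus | Schedule: 48 h induction, then 1 h compound, then 30 min agonist, 37 °C | Signal: Automated 10x imaging of fixed Hoechst-stained cells | Evaluation: Per-cell GR-EGFP intensity, nucleus versus surrounding cytoplasmic ring, well-averaged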
Yfh1-depleted yeast: mitochondrial function rescue without frataxin homolog – Friedreich's ataxia, plus single-dose screen, dose response (AID 1465); S. cerevisiae Yfh1-off respiration, WST-1 reduction, 72 h; higher fold induction means a stronger effect; fold induction at 50 µM; hits with a dose series show EC50 in µM; 220,000 compounds, 0.074% hits;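 active means fold induction of absorbance versus untreated yeast above a set limit, then at least 30% activation at any dose in follow-up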;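 further: activators that raise dye reduction in frataxin-depleted yeast; strong numbers were not always called active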
Autophagy mod: autophagy modulation, high-content screen. MEF GFP-LC3 puncta imaging; test concentration mostly 10 µM. calls only at 10 µM (by protocol). 190,000 compounds, 0.98% hits;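 active means percentage of spot-positive cells more than 3 SD above its plate mean, without a fluorescence outlier flag or 80% toxicity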;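 further: spot-positive cell cutoff set from DMSO-treated cells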
Lipid droplet: modulators of hepatic lipid droplet formation; 240,000 compounds, 0.4% hits; inhibition, % at 6.5 µM; AML12 mouse hepatocytes, oleate lipid droplets, BODIPY imaging;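 active means lipid droplet intensity inhibited by at least 50%, with more than 500 cells counted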
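Assay system: AML12 hepatocytes (mouse); Probe or stimulus: oleic acid at 100 µM to induce lipid droplet formation; Dosing: compound at 6.5 µM only; Schedule: compound with oleate, overnight; Detection: fluorescence imaging, 20x objective, two fields per well; Measure: % inhibition of lipid droplet signal.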
WT yeast gro inh mutant strain: second read-out of WT yeast gro inh, no call of its own (marks repeat the call); inhibition, %; mitochondrial fusion phenotypic screen, mutant strain inhibition
Dynein cargo inh cytoplasmic EGFP: recorded beside Dynein cargo inh, whose call it bears; z-score; measured here: cytoplasmic GR-EGFP intensity; hits give high values
Dynein cargo inh nuclear GR-EGFP: also measured in Dynein cargo inh; calls as there; z-score; measured here: nuclear GR-EGFP intensity;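 lower value marks the stronger effect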
Dynein cargo inh cell count: recorded beside Dynein cargo inh, whose call it bears; z-score; measured here: cell count per field
Insulin prom up cell count: recorded beside Insulin prom up, whose call it bears; cell count; measured here: cytotoxicity, nuclei count;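 total cells summed across four imaged fields per well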
Lipid droplet cells 6.5 µM: also measured in Lipid droplet; calls as there; cell count; measured here: cell count, cytotoxicity flag;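 cells counted across two imaged fields per well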
b-catenin transl cell count 5 µM: second read-out of b-catenin transl, no call of its own (marks repeat the call); cell count; measured here: cell count, cytotoxicity flag
MT stabilizer Hoechst-high %: also measured in MT stabilizer; calls as there; % Hoechst-high responders; measured here: nuclear condensation Hoechst responders;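 share of cells brighter than vehicle mean plus two SD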
MT stabilizer cytotoxicity %: also measured in MT stabilizer; calls as there; toxicity, %; measured here: cytotoxicity by cell density;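 0% = mean cell density of plate MIN control wells and 100% = no cells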
Autophagy mod cell loss 18 h: recorded beside Autophagy mod, whose call it bears; toxicity, %; measured here: cell loss, nuclei count;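 cell loss after 18 h compound exposure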
* marks the source's active call; other numbers are inactive results; i = inactive; x = no result given; + = active, no number. This is a subset. The share of hits here may be higher or lower than overall.

SMILES	MT stabilizer	MT stabilizer Hoechst-high %	MT stabilizer cytotoxicity %	NOD2 inhibition	WT yeast gro inh	WT yeast gro inh mutant strain	b-catenin transl	b-catenin transl cell count 5 µM	Insulin prom up	Insulin prom up cell count	Dynein cargo inh	Dynein cargo inh cytoplasmic EGFP	Dynein cargo inh nuclear GR-EGFP	Dynein cargo inh cell count	Yfh1-depleted yeast	Autophagy mod	Autophagy mod cell loss 18 h	Lipid droplet	Lipid droplet cells 6.5 µM
Cc1ccc(C)c(Nc2nc(N)c3ccccc3n2)c1	3.3	3.6	4.9	-92%	77	78	-4.4	1126	-1.8	1261	-0.52	-0.091	0.33	-0.31	i	i	4	-9	699
COc1cc2c(cc1OC)C(c1ccc(N(C)C)cc1)CC(=O)N2 (stereo not drawn)	4.2	3.9	0.6	-4%	17	30	-1.8	1107	0.38	1235	-0.69	-0.25	-0.3	1.4	i	i	5	-2	779
Cc1ccc(S(=O)(=O)Nc2n[nH]nc2C(=O)NC2CCCCC2)cc1	1.2	1.8	12	6%	-8	-2	0.3	1138	0.65	1313	-0.63	-0.24	-0.33	0.66	i	i	14	5	738
CCOC(=O)Cc1csc(N/N=C/c2ccccc2)n1	3.8	2.1	2.2	-25%	23	6	-1.6	532	0.1	1149	0.68	-0.24	0.43	-0.1	i	i	26	1	717
Cc1c(C(C)NC(=O)Nc2ccc(F)cc2F)cnn1C (stereo not drawn)	3.9	2.9	6.3	-5%	4	-11	x	x	-0.22	1178	-0.26	-0.042	0.33	-0.18	i	i	-1	-1	687
CS(=O)(=O)N(CC(=O)N1CCN(c2ccc(F)cc2)CC1)c1cccc(Cl)c1	2.2	2.2	8.3	8%	6	-15	x	x	x	x	-0.32	-0.23	-0.025	0.25	i	i	-1	-15	684
COc1ccc(/C=C2\SC(=S)N(CC(=O)N3CCN(C)CC3)C2=O)cc1	x	x	x	15%	x	x	-0.4	1334	0.24	1107	1.1	-0.29	0.51	0.0033	i	x	x	10	699
O=C1C2C3C=CC(C3)C2C(=O)N1CCCCN1C(=O)C2C3C=CC(C3)C2C1=O (stereo not drawn)	3.7	1.3	2.5	-4%	3	67	0.4	1166	0.47	1303	-0.69	-0.27	-0.3	1.2	i	i	4	-2	792
Fc1ccc2nc3[nH]c4ccccc4c3nc2c1	7.7	6.0	17	-211%	-1	20	2.7	1191	-0.32	1583	-0.047	-0.29	-0.1	0.077	i	i	10	x	x
Cc1[nH]nc2c1C(c1cccnc1)N(c1ccc(Br)cc1)C2=O (stereo not drawn)	3.3	0.5	12	10%	-2	1	1.7	1147	0.73	1143	-0.81	0.042	0.27	1.3	i	i	1	23	771
CCCCC1=CC2=C(c3ccco3)C(=O)C(C)(OC(=O)c3ccc(OC)cc3)C(=O)C2=CN1CCCCO (stereo not drawn)	x	x	x	7%	x	x	0.1	1216	0.2	1029	0.1	-0.69	0.12	-0.45	i	x	x	x	x
CN(C)c1ccc(N=Cc2nc(-c3ccccc3)oc2OC(=O)c2cccc(Br)c2)cc1	2.5	2.2	6.3	-26%	31	12	1.1	568	-0.13	1350	0.91	28	4	-4.2	i	i	15	1	663
Cc1cc(=O)n2ccsc2n1	2.3	1.5	7.3	-7%	-12	-4	-3.9	1135	0.3	1556	0.31	-0.28	-0.11	0.044	i	i	9	2	570
COCCNC(=S)N1CCc2cc(OC)c(OC)cc2C1c1cccs1 (stereo not drawn)	1.4	1.0	0.4	-5%	4	3	-3.9	1029	-0.03	1098	-1	0.04	-0.44	0.69	i	i	-33	1	717
Cn1c(=O)cc(OCCCC(=O)NC2CCCC2)c2ccccc21	3.8	1.1	1.2	-7%	-4	-20	2.8	1370	0.96	1390	1.5	-0.19	0.58	-0.7	i	i	-1	x	x
Cc1cccc(C)c1NC(=O)COC(=O)c1cc(-c2cccnc2)nc2ccccc12	1.4	3.3	7.3	6%	-1	-16	6.2	1042	0.2	1560	0.17	0.24	0.37	-1.1	i	i	4	2	622
O=C(COc1ccc2c(C(F)(F)F)cc(=O)oc2c1)Nc1ccc2c(c1)OCCO2	1.7	1.4	4.4	10%	8	8	0.0	1144	1.3	714	-0.84	-0.28	-0.49	1.1	i	i	-11	4	745
COc1cc(NC(=S)Nc2ncccc2C)cc(OC)c1OC	4.6	2.1	6.2	5%	18	24	0.2	1399	-0.72	1347	-0.27	-0.3	-0.3	0.64	i	i	0	0	688
O=C(COC(=O)C1CCCCC1)Nc1ccc(N2CCCCC2)cc1	3.0	1.6	12	11%	23	13	-2.6	942	0.16	1270	-0.13	0.38	-0.022	-0.058	i	i	3	x	x
CCC1CCc2c(c3ccccc3[nH]c2=O)O1 (stereo not drawn)	4.0	2.1	2.9	4%	6	25	-0.9	1384	-0.61	1705	-0.41	-0.17	-0.12	0.1	x	i	-4	x	x
O=C(/C=C/c1ccc(Cl)cc1Cl)NCc1ccncc1	2.1	1.4	5.4	-11%	25	17	3.8	1396	-0.67	1075	0.42	-0.067	-0.062	0.21	i	i	19	x	x
CC(=O)N=C(N)Sc1nc2ccccc2[nH]1	2.7	1.7	2.0	-52%	0	3	1.0	1027	0.88	992	-1.2	-0.22	-0.62	0.14	i	i	12	11	810
O=c1[nH]c2ccccc2nc1C(F)(F)C(F)F	3.6	2.0	3.9	-6%	7	-3	-1.5	1124	0.83	1039	-0.92	-0.054	-0.3	0.79	i	i	26	x	x
CCSc1nnc(NC(=O)CSc2nnc(CNC(=O)c3ccc(OC)c(OC)c3)o2)s1	1.8	5.1	10	-2%	-7	-12	-0.6	934	0.62	1273	-0.68	-0.33	-0.62	1.1	i	i	-1	16	319
Cc1cc(C)nc(SCc2ccc(C(=O)N/N=C/c3ccccc3C(=O)O)cc2)n1	1.0	1.9	6.1	4%	-8	1	-0.5	1075	-0.58	1343	0.93	0.067	0.99	-1.6	i	i	-4	-10	680
Cc1cccc2cc(C#N)c(SCc3nnc(-c4ccccc4[N+](=O)[O-])o3)nc12	4.7	2.2	5.5	-6%	14	5	-2.2	1156	0.3	1475	-0.044	-0.3	-0.068	0.1	i	+	5.9*	-7	661
CCCNC(=O)c1nc(C)c(C)nc1C(=O)Nc1cccc(Cl)c1	2.6	2.4	8.8	14%	-7	-6	-3.1	539	-0.22	1319	-0.21	-0.2	0.54	0.42	i	i	18	-13	696
OCCNc1ncnc2ccc(Br)cc12	2.0	2.0	11	23%	17	11	1.2	1429	0.33	1587	0.8	-0.15	0.59	-1	i	i	-8	x	x
COc1ccccc1NC(=S)N(Cc1ccco1)Cc1cc2cc(C)cc(C)c2[nH]c1=O	10	43	30	-2%	30	4	-1.6	1091	-0.43	1292	0.57	-0.25	0.11	0.076	i	i	-11	-15	653
CCN1CCc2nc3ccccc3c(C(=O)Nc3ccc(NC(C)=O)cc3)c2C1	x	x	x	7%	x	x	0.6	1057	-0.46	1408	0.15	-0.27	-0.034	1.1	i	x	x	-11	761

Some of these compounds in order of the Dynein cargo inh cell count value, lowest first.
| canonical_smiles | Dynein cargo inh cell count |
| --- | --- |
| CCCCC1=CC2=C(c3ccco3)C(=O)C(C)(OC(=O)c3ccc(OC)cc3)C(=O)C2=CN1CCCCO (stereo not drawn) | -0.45 |
| Cc1c(C(C)NC(=O)Nc2ccc(F)cc2F)cnn1C (stereo not drawn) | -0.18 |
| O=C(/C=C/c1ccc(Cl)cc1Cl)NCc1ccncc1 | 0.21 |

The listing continues.
SMILES	MT stabilizer	MT stabilizer Hoechst-high %	MT stabilizer cytotoxicity %	NOD2 inhibition	WT yeast gro inh	WT yeast gro inh mutant strain	b-catenin transl	b-catenin transl cell count 5 µM	Insulin prom up	Insulin prom up cell count	Dynein cargo inh	Dynein cargo inh cytoplasmic EGFP	Dynein cargo inh nuclear GR-EGFP	Dynein cargo inh cell count	Yfh1-depleted yeast	Autophagy mod	Autophagy mod cell loss 18 h	Lipid droplet	Lipid droplet cells 6.5 µM
Cc1nn(-c2ccccc2)c(Cl)c1C(=O)N1CCN(C)CC1	3.1	1.8	4.4	8%	-16	3	0.8	1063	0.17	1310	-0.97	-0.26	-0.44	-0.23	i	i	2	19	700
O=C(COC(=O)Cn1cnc2ccccc21)NCCCc1ccccc1	3.8	1.7	5.9	0%	-13	-13	0.0	1577	x	x	0.87	-0.36	0.49	0.079	i	i	-8	4	646
OCCC1CN(Cc2cccn2-c2nccs2)CCN1Cc1ccc(F)c(F)c1 (stereo not drawn)	1.8	1.6	4.0	11%	-3	-8	-0.5	1076	-1.3	1462	-0.16	-0.3	-0.13	0.89	i	i	-17	-6	663
O=C1c2ccccc2C(=O)N1CCc1csc(-c2cccc(F)c2)n1	2.8	2.1	7.4	-3%	-2	-1	-0.3	1033	-0.29	1922	0.56	-0.062	0.59	0.84	i	i	22	17	665
CC(C)c1c(O)nc(SCc2ccccc2)[nH]c1=O	6.5	2.0	8.4	6%	-22	0	-2.3	1042	0.35	1349	0.58	-0.23	0.46	0.034	i	i	2	x	x
Cc1onc(-c2ccccc2Cl)c1C(=O)OCn1nnc2ccccc2c1=O	4.2	1.9	11	-9%	3	1	0.3	1019	-0.53	1255	0.68	0.27	0.94	0.95	i	i	7	-13	709
CCOc1ccc(NC(=O)Cn2nnc3c(cnn3-c3ccc(F)cc3)c2=O)cc1	1.6	1.1	12	10%	12	-8	0.0	1038	-0.51	1260	0.74	-0.24	0.28	0.65	i	i	-1	1	658

Screening data: PubChem, several laboratories
